# From PubChem BioAssay
# NF-kB expr up = NF-kB expression increase, human neuronal cells; NF-kB reporter expression; active compounds read high; fold change at 12.5 µM; hit rate 1.6% among 190,000; AID 1239; in the data active means fold change above about 3.3
# Hsp70 act = Hsp70 transcriptional activation, primary screen; HeLa Hsp70 promoter luciferase reporter, luminescence; scaled: vehicle 0, proteasome-inhibitor control 100%; activation, % at 10 µM; hit rate 0.04% among 200,000; AID 1203;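 active means activation above the mean across all tested compounds plus 3 SD, cutoff set per campaign, cut at about 5.5% in these data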;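 further: 100% = MG132 at 30 µM as the positive control and 0% = DMSO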
# HMGR II inh = E. faecalis class II HMG-CoA reductase inhibition. purified E. faecalis HMGR, NADPH absorbance 340 nm kinetic. inhibition, % at 10 µM. AID 1066. hit rate 0.41% among 190,000;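 active means inhibition above a set limit, the median over all tested compounds plus 3 SD, cut at about 9.5% in these data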;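 further: enzyme runs in reverse so mevalonate oxidation gives rising NADPH absorbance; 0% = complete reaction with DMSO and 100% = background rate lacking mevalonate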
# STAT1 act = activators of IFN-gamma induced STAT1 signaling. NIH 3T3 STAT1-luciferase reporter, luminescence; 100% = IFN-gamma alone, no compound. activation (% of control), % at 5.5 µM. hit rate 2.6% among 200,000;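 active means activation above the screen-wide mean activation plus 3 SD, cut at about 130% in these data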;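 further: raw ratio to IFN-gamma control signal so 100% means no change and 0% no light; values of inactives mirror those of a sister screen read the other way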
# FLuc inh counter = counter-screen for luciferase assay inhibitors: firefly luciferase inhibition. P08659. ATPLite firefly luciferase biochemical luminescence, 10 min. inhibition, % at 10 µM. hit rate 1.5% among 200,000;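 active means inhibition above about 50% when tested at 10 µM, limit read from the data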
# Target sequence (P08659 whole entry, looked up): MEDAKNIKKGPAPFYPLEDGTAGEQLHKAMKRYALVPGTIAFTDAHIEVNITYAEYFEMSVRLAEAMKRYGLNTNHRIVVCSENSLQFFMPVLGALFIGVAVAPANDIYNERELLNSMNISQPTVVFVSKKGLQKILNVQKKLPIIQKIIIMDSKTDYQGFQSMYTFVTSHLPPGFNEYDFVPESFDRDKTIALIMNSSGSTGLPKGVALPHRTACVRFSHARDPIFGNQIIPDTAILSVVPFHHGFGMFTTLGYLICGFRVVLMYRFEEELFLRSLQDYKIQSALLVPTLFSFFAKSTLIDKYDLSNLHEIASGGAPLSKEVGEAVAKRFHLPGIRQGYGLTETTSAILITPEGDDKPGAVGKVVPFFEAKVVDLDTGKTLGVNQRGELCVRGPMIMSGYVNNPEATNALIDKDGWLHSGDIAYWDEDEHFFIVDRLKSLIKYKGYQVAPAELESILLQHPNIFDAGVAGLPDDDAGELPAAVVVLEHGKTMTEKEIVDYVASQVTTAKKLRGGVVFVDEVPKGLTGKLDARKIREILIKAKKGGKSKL
# DTT redox prof = compounds producing H2O2 with reducing agent – biochemical, NIH compound library profiling, artefact control for MLSCN library redox annotation, primary screen; hit rate 0.03% among 200,000; activation, % at 10 µM; DTT-dependent redox cycling H2O2, phenol red/HRP absorbance; 100% = 100 µM peroxide control, 0% = buffer;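 active means activation of at least 50% relative to the plate's high and low controls in the primary single-dose screen; inactive means activation below 50%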;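 further: compound incubated with DTT at 0.8 mM final as the reducing agent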
# APP 5UTR inh = APP translation inhibition. AID 1285. hit rate 0.82% among 190,000. inhibition, % at 2 µM. SH-SY5Y APP 5'UTR-luciferase reporter, luminescence;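 active means inhibition above a set limit, derived from the sample mean plus 3 SD, cut at about 45% in these data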; further: values of inactives mirror those of a sister screen read the other way
# G6PDH CS = inhibits Leuconostoc G6PDH, flagging false hits in G6PDH-based assays; Purified L. mesenteroides G6PDH, diaphorase/resazurin coupled fluorescence, 45 min; inhibition, % at 5 µM; hit rate 0.12% among 200,000; AID 1020; in the data active means inhibition above about 50%
# FLuc act counter = firefly luciferase counter-screen for stimulation assays. P08659. ATPlite luciferase biochemical, luminescence, 10 min; 0 = ATP-free wells, 1 = DMSO control. activation factor at 10 µM. 200,000 tested, under 10 active;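 active means luciferase activation factor, scaled between plate controls, of at least 2 with compound at 10 µM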
#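 test system = cell-free luciferase reagent | medium = PBS as buffer for the ATP substrate | dosing = test compounds dosed from 2 mM stocks in 100% DMSO | incubation = 10 min at ambient temperature | detection = luminescence measurement of luciferase light output | benchmarks = low control with PBS replacing ATP, high control enzyme plus ATP without compound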
# APP 5'UTR act = activates APP 5'UTR luciferase reporter; SH-SY5Y APP 5'UTR luciferase reporter, luminescence; zero percent = DMSO vehicle wells; activation, % at 2 µM; hit rate 1% among 190,000;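 active means activation above a set limit, based on mean plus 3 SD of controls, cut at about 140% in these data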; further: values of inactives mirror those of a sister screen read the other way
# Active calls of the source: *; . = not tested or not shown.
item | canonical_smiles | NF-kB expr up | Hsp70 act | HMGR II inh | STAT1 act | FLuc inh counter | DTT redox prof | APP 5UTR inh | G6PDH CS | FLuc act counter | APP 5'UTR act
1 | COc1ccccc1N1CCN(C(=O)C(NS(=O)(=O)c2cccs2)c2ccccc2)CC1 (centres undefined) | 1 | -0.3 | 5 | 90 | -8 | 0.1 | 4 | -1 | 1.1 | -4
2 | CCOC(=O)c1c(NC(=O)CCN2CCOCC2)sc2c1CC(C)(C)OC2 | 0.83 | -0.4 | -10 | 98 | -7 | -0.8 | -5 | 4 | 1.1 | 5
3 | OCCC1CN(C/C(Cl)=C/c2ccccc2)CCN1C1CCCC1 (centres undefined) | 0.97 | -0.2 | -3 | 104 | -9 | 0.0 | -9 | 10 | 1.1 | 9
4 | CC(=O)Nc1ccccc1-c1nnn(CC(=O)Nc2ccc3c(c2)OCCO3)n1 | 0.99 | 0.1 | -2 | 101 | 0 | 0.1 | -7 | 8 | 1 | 7
5 | COc1ccc2nc(N3C(=O)/C(=C/c4ccc(Cl)cc4)NC3=S)sc2c1 | 1.2 | -0.2 | -9 | 93 | 11 | 0.2 | -23 | 5 | 0.9 | 23
6 | O=C(c1cccc2c1-c1ccccc1/C2=N/O)N1CCCCC1 | . | -0.2 | -4 | 102 | -5 | 0.4 | -6 | 5 | 1 | 32
7 | CC(=O)Nc1cc[n+](C(C)C(=O)c2ccc(Br)cc2)cc1 (centres undefined) | 1 | -0.2 | 3 | 96 | -10 | -0.3 | -8 | 8 | 1.1 | 8
8 | COc1cccc(C2CC(c3cccs3)=NN2S(C)(=O)=O)c1 (centres undefined) | 1.2 | -0.3 | -2 | 90 | -2 | -0.8 | 3 | 8 | 1 | -3
9 | O=C(Nn1cnnc1)c1ccc(Br)s1 | 1 | -0.2 | 0 | 100 | -7 | 0.2 | -8 | 2 | 1.1 | 8
10 | CCOC(=O)CSc1ncc(-c2ccccc2)cn1 | 1.2 | -0.1 | -1 | 101 | 4 | 2.3 | -3 | 4 | 1 | 3
11 | O=C(CSc1nnc(COc2ccc(Cl)cc2)o1)N1c2ccccc2CCc2ccccc21 | 0.2 | -0.3 | -5 | 109 | -4 | -3.3 | 0 | 2 | 1 | 0
12 | NS(=O)(=O)c1ccc(NC(=O)c2cc(-c3cccs3)nc3ccccc23)cc1 | 0.98 | -0.3 | 0 | 106 | -6 | 0.0 | 6 | 6 | 1.1 | -6
13 | Cc1ccc(NC(C)c2cc(Cl)ccc2O)cc1 (centres undefined) | 1.2 | -0.1 | -3 | 97 | 3 | -0.4 | 7 | 10 | 1 | -7
14 | O=C(O)c1ccc(N2C(=O)CSC2c2cccc([N+](=O)[O-])c2)cc1 (centres undefined) | 1.3 | -0.1 | 1 | 95 | 0 | -1.1 | -12 | 12 | 1 | 12
15 | CCOC(=O)COc1ccc2c(c1)C(=O)CC(C)(C)O2 | 1.2 | -0.1 | 1 | 103 | -1 | 1.6 | 9 | 2 | 1 | -9

# Ordered by molecular weight (smallest number first): part of the list above.
item | canonical_smiles | NF-kB expr up | Hsp70 act | HMGR II inh | STAT1 act | FLuc inh counter | DTT redox prof | APP 5UTR inh | G6PDH CS | FLuc act counter | APP 5'UTR act
3 | OCCC1CN(C/C(Cl)=C/c2ccccc2)CCN1C1CCCC1 (centres undefined) | 0.97 | -0.2 | -3 | 104 | -9 | 0.0 | -9 | 10 | 1.1 | 9
2 | CCOC(=O)c1c(NC(=O)CCN2CCOCC2)sc2c1CC(C)(C)OC2 | 0.83 | -0.4 | -10 | 98 | -7 | -0.8 | -5 | 4 | 1.1 | 5
1 | COc1ccccc1N1CCN(C(=O)C(NS(=O)(=O)c2cccs2)c2ccccc2)CC1 (centres undefined) | 1 | -0.3 | 5 | 90 | -8 | 0.1 | 4 | -1 | 1.1 | -4

# Other compounds follow:
item | canonical_smiles | NF-kB expr up | Hsp70 act | HMGR II inh | STAT1 act | FLuc inh counter | DTT redox prof | APP 5UTR inh | G6PDH CS | FLuc act counter | APP 5'UTR act
16 | CCn1cc(Br)c(C(=O)Nc2ccc(F)c(Cl)c2)n1 | 1.6 | 0.3 | -3 | 103 | -1 | -2.8 | -19 | 5 | 1 | 19
17 | O=C(CCc1nc(-c2ccccc2Cl)no1)NCC1CCCO1 (centres undefined) | 1.1 | -0.4 | -1 | 99 | 6 | -0.6 | 17 | 0 | 0.9 | -17
18 | COc1ccc(NC(=O)CN2CCN(CC(=O)Nc3ccccc3F)CC2)cc1OC | 1.4 | -0.1 | -6 | 102 | -2 | -0.3 | 18 | 8 | 1 | -18
19 | N=c1sccn1CC(=O)Nc1cccc(S(=O)(=O)N2CCCCCC2)c1 | 1.1 | -0.4 | -2 | 80 | -9 | -1.2 | -44 | 2 | 1.1 | 44
20 | O=C(Nc1ccccc1)N1CCOCC1 | 0.97 | 0.2 | -3 | 99 | -6 | 0.1 | -11 | -2 | 1.1 | 11
21 | O=C(NCCc1nc2ccccc2[nH]1)/C(=C/c1ccco1)NC(=O)c1ccc(Br)cc1 | 1 | -0.1 | 0 | 105 | 1 | 0.6 | 3 | -20 | 1 | -3
22 | Cc1ccc(C(=O)c2nocc2C(=O)c2cccs2)cc1 | 1.1 | 0.0 | -2 | 99 | 7 | 0.9 | -9 | 10 | 0.9 | 9
23 | CCc1ccc(CNC(=O)CN2C(=O)COc3ccccc32)cc1 | 1.1 | -0.1 | 2 | 97 | -2 | -1.3 | 7 | -1 | 1 | -7
24 | CCS(=O)(=O)N1CCC(C(=O)NCC2CCCO2)CC1 (centres undefined) | 0.98 | -0.1 | -6 | 102 | -2 | 3.2 | . | 1 | 1 | .
25 | CCOC(=O)C(NS(=O)(=O)c1ccc(C)cc1)(C(F)(F)F)P(=O)(OCC(C)C)OCC(C)C (centres undefined) | 1.3 | -0.5 | 0 | 96 | -1 | 0.0 | 6 | 7 | 1 | -6
26 | C=C(C)CNC(=S)NNC(=O)c1ccco1 | 0.76 | -0.2 | 0 | 105 | -4 | 0.4 | -13 | -2 | 1 | 13
27 | COc1ccc(OCC(=O)N/N=C(\C)CC(=O)Nc2ccc(OC)cc2[N+](=O)[O-])cc1 | 1.4 | -0.1 | 2 | 101 | 0 | -0.6 | -5 | 4 | 1 | 5
28 | S=C(NCc1ccc(Cl)cc1)NCc1ccccn1 | 0.94 | -0.1 | 1 | 99 | -6 | -0.5 | -23 | 2 | 1.1 | 23
29 | Cc1ccc(Nc2nc(N)c([N+](=O)[O-])c(N3CCCC(C)C3)n2)cc1C (centres undefined) | 0.76 | -0.2 | 1 | 96 | 1 | 1.7 | 8 | -47 | 1 | -7
30 | N/C(=N\OC(=O)c1ccc([N+](=O)[O-])cc1)c1ccccn1 | 5.1* | -0.2 | -13 | 81 | 92* | 0.0 | -149 | 1 | 0.1 | 149*

# Laid out differently: results already given
26) C=C(C)CNC(=S)NNC(=O)c1ccco1
27) COc1ccc(OCC(=O)N/N=C(\C)CC(=O)Nc2ccc(OC)cc2[N+](=O)[O-])cc1
28) S=C(NCc1ccc(Cl)cc1)NCc1ccccn1
Assay by compound | 26 | 27 | 28
NF-kB expr up | 0.76 | 1.4 | 0.94
Hsp70 act | -0.2 | -0.1 | -0.1
HMGR II inh | 0 | 2 | 1
STAT1 act | 105 | 101 | 99
FLuc inh counter | -4 | 0 | -6
DTT redox prof | 0.4 | -0.6 | -0.5
APP 5UTR inh | -13 | -5 | -23
G6PDH CS | -2 | 4 | 2
FLuc act counter | 1 | 1 | 1.1
APP 5'UTR act | 13 | 5 | 23

# More structures:
item | canonical_smiles | NF-kB expr up | Hsp70 act | HMGR II inh | STAT1 act | FLuc inh counter | DTT redox prof | APP 5UTR inh | G6PDH CS | FLuc act counter | APP 5'UTR act
31 | COc1ccccc1C/C(N)=N/O | 1.1 | 0.1 | -8 | 95 | 2 | 0.0 | -5 | 12 | 1 | 5
32 | O=C1CSC(c2cccnc2)N1c1ccc(Cl)cc1 (centres undefined) | 1 | -0.2 | -5 | 101 | -8 | -0.7 | -14 | -1 | 1.1 | 14
33 | NC(=O)C1CCN(C(=O)C2CCN(S(=O)(=O)c3ccccc3)CC2)CC1 | 1.1 | -0.2 | 1 | 97 | -8 | -0.7 | 30 | 15 | 1.1 | -30
34 | COc1ccccc1-c1nnc(SCc2nc3ccccc3s2)n1C | 1.4 | -0.5 | -3 | 104 | 0 | -7.8 | -14 | 2 | 1 | 13
35 | OC1CSc2nc3ccccc3n2C1 (centres undefined) | 1.1 | -0.3 | 1 | 94 | 1 | -0.5 | -1 | 12 | 1 | 1
36 | CCc1nnc(SCc2ccc(C(=O)OC)o2)n1N | 1.3 | -0.5 | -2 | 98 | 4 | 2.7 | -18 | 15 | 1 | 18
37 | CSc1ncc(CN2CCN(C3CCCC3)C(CCO)C2)cn1 (centres undefined) | 1.2 | 0.0 | 3 | 99 | 0 | -1.2 | 11 | 4 | 1 | -11
38 | Cc1nn(-c2cc(Cl)ccc2Cl)c(C)c1C(=O)O | 0.97 | -0.2 | -2 | 95 | 5 | 0.3 | 10 | 5 | 1 | -10
39 | CCOc1cc(C(=O)N(C)Cc2cc3ccccc3[nH]c2=O)cc(OCC)c1OCC | 1.1 | -0.5 | -2 | 100 | -5 | 2.4 | 5 | -4 | 1 | -5
40 | O=C(NCc1cccnc1)c1nc(-c2cccs2)no1 | 1.2 | 0.0 | 2 | 98 | -6 | 0.4 | -9 | 13 | 1.1 | 9
41 | CCOC(=O)N1CCN(C(=O)c2ccccc2N(C)S(C)(=O)=O)CC1 | 1.3 | 0.1 | -3 | 98 | 1 | 3.2 | -9 | -6 | 1 | 9
42 | COc1ccc2c(C)cc(SCC(=O)N(C)C3CCS(=O)(=O)C3)nc2c1 (centres undefined) | 0.98 | -0.1 | -2 | 94 | -2 | 0.0 | -3 | 7 | 1 | 3
43 | O=C(Cn1cc(C(F)(F)F)ccc1=O)N/N=C/c1cccc(Cl)c1 | 1.1 | -0.3 | -4 | 102 | -7 | -1.3 | 7 | 7 | 1.1 | -7
44 | COc1ccc(S(=O)(=O)Nc2ccccc2)cc1OC | 1.2 | -0.2 | -2 | 99 | -5 | 1.6 | -5 | 1 | 1 | 5
45 | COc1ccc(OCCn2c(=O)sc3ccccc32)cc1 | 1.8 | 0.1 | -1 | 137* | 16 | -0.2 | -57 | 14 | 0.8 | 57
46 | COc1ccccc1/C=C(/C(=O)OCC(N)=O)c1ccccc1 | 1 | -0.1 | -2 | 87 | 0 | . | 9 | 6 | 1 | -9
47 | NS(=O)(=O)c1cccc(NC(=O)COC(=O)CCCc2c[nH]c3ccccc23)c1 | 1.2 | -0.2 | -1 | 94 | -1 | -0.3 | 11 | 0 | 1 | -11
48 | COc1cc(N/N=C(\C)c2ccc(N)cc2)nc(-c2ccccc2)n1 | 1.1 | 0.4 | 3 | 108 | 18 | 0.8 | 5 | -5 | 0.8 | -5
49 | Cc1ccccc1N1CCN(C(=S)c2ccc(-c3cccc([N+](=O)[O-])c3)o2)CC1 | 1.6 | -0.1 | 2 | 102 | 0 | 0.5 | -3 | -4 | 1 | 3
50 | CCN(CC)S(=O)(=O)c1cccc(C(=O)N/N=C/c2ccc([N+](=O)[O-])o2)c1 | 1.3 | 0.2 | -1 | 85 | -7 | -3.5 | -15 | 2 | 1.1 | 15
